# Peg3 promoter: inhibitors of Peg3 promoter | HeLa PEG-Prom luciferase reporter, luminescence, overnight | inhibition, % at 20 µM | AID 588405 | 360,000 tested, 1.7% active;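 active means inhibition of at least 50% at 20 µM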
# CF NFkB inh: blocks PAF-induced NF-kB reporter in cystic fibrosis cells; 360,000 tested, 0.86% active; inhibition, % at 5 µM; KKLEB NF-kB-GFP reporter, GFP fluorescence overnight;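 active means at least 50% inhibition at 5 µM, scaled per plate between neutral and stimulator controls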;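 further: PAF is a Pseudomonas aeruginosa culture filtrate used as stimulus; plate controls were PAF-stimulated DMSO wells for no effect and unstimulated DMSO wells for full effect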
# TRPM1 prom inh: reduces MITF-dependent TRPM1 promoter luciferase signal | SK-MEL-5 TRPM1 promoter luciferase, 24 h | inhibition, % at 12.5 µM | 330,000 tested, 0.83% active | AID 488899;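 active means mean inhibition across replicates of 60% or more, whatever share of single replicates reaches that level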; further: values of inactives mirror those of a sister screen read the other way
# Shn3 inh set2: reduces Shn3 3'UTR luciferase signal in osteoblasts | Clone20 osteoblast Shn3 3'UTR firefly luciferase, 24 h | inhibition, % at 12.5 µM | 360,000 tested, 0.52% active;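 active means mean inhibition of at least 75% with every replicate also reaching 75%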;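 further: 0% = median of neutral control wells and 100% = pilot-screen positive control compound; some compounds past the cut are filed as inactive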
# iPSC survival up: increases survival of single human iPS cells; survival enhancement, % at 20 µM; 360,000 tested, 0.044% active; hiPSC single-cell survival, ATPlite luminescence; 100% = ROCK inhibitor wells, 0% = DMSO; in the data active means survival enhancement above about 18%;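 further: cells exposed to compounds for 16 hours before the ATP read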
# KKLEB tox: CF airway cell cytotoxicity counter-screen; KKLEB CF airway cells viability, ATPlite luminescence, overnight; hits give low values; cells stimulated with P. aeruginosa culture filtrate; activity change (cytotoxicity), % at 5 µM; 360,000 tested, 0.36% active;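 active means corrected activity change at or below -50% at 5 µM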
# NR2E3 ag-1: activates human photoreceptor nuclear receptor NR2E3; inhibition of corepressor binding, % at 4.78 µM; Q9Y5X4; AID 2300; GST-NR2E3/biotin-RetCOR TR-FRET, 1536-well; 320,000 tested, 0.12% active;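 active means percent inhibition above the cutoff of mean plus 3 SD of all tested compounds, set per screening campaign, cut at about 20% in these data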;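 further: 0% = DMSO wells and 100% = biotin wells as full block of FRET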
# Target sequence (Q9Y5X4 whole entry, looked up): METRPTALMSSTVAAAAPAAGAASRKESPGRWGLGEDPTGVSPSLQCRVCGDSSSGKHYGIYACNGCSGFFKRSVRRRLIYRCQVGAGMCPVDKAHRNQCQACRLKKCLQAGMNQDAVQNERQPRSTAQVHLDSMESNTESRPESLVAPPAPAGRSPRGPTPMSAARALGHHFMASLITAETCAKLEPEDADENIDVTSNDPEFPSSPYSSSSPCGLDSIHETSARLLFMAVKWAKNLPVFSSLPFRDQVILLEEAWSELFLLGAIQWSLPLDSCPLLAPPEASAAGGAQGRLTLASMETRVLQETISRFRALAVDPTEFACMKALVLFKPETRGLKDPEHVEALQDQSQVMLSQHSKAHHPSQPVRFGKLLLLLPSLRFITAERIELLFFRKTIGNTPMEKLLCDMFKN
#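 Material: NR2E3–RetCOR corepressor complex / Incubation: Compound–protein incubation for 5 h at 4 °C / Dosing: compound at 4.8 µM, single dose / Detection: time-resolved FRET / Benchmarks: high control biotin, low control 0.6% DMSO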
# NR2E3 ag-2: activates human NR2E3 receptor | 360,000 tested, 0.35% active | AID 602229 | CHO-S Gal4-NCOR/VP16-NR2E3 two-hybrid, luciferase | inhibition of corepressor binding, % at 3.98 µM;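 active means inhibition above the mean of all tested compounds plus 3 SD, cut at about 70% in these data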;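 further: 0% = DMSO with NR2E3 transfected cells and 100% = cells lacking NR2E3 construct; higher means lower luciferase signal from less NR2E3 corepressor binding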
# TRAIL sens C8: caspase-8 TRAIL sensitization; NB7+C8 cells + TRAIL, ATPlite viability luminescence; inhibition (viability loss, TRAIL sensitization), % at 10 µM; 360,000 tested, 1% active;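 active means compounds causing at least 50% loss of cell viability in the single-dose screen, relative to plate controls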
# HIF-2a inh: inhibitors of HIF-2a; 786-0 RCC cells HIF-2a reporter, luciferase luminescence, overnight; inhibition, % at 18.8 µM; 360,000 tested, 0.72% active;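 active means inhibition of the luminescence signal of 40% or more relative to plate controls, in a single-dose primary screen at 18.75 µM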
# LMP1 NFkB inh: Epstein-Barr LMP1 NF-kappaB reporter inhibition; 350,000 tested, 0.69% active; inhibition, % at 12.5 µM; LMP1-induced NF-kappaB luciferase reporter cells, luminescence; in the data active means inhibition above about 41%;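 further: 0% = neutral control wells and 100% = reference inhibitor control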
# * hit, by the source's call; . = no result given; & = joins results of further samples.
SMILES,Peg3 promoter,CF NFkB inh,TRPM1 prom inh,Shn3 inh set2,iPSC survival up,KKLEB tox,NR2E3 ag-1,NR2E3 ag-2,TRAIL sens C8,HIF-2a inh,LMP1 NFkB inh
Cc1ccc(NC(=O)C2C3CCCC2C3c2ccccc2)c(C)c1 (stereo unspecified),6,-6,-9,-1,-1.7,6,-4,10,24,21,1
Cc1ccc(N=C2NC(=O)CC(C(=O)Nc3ccc4c(c3)OCO4)S2)cc1 (stereo unspecified),10,6,2,-13,-0.4,0,0,-31,9,-2,10
Cc1nn(-c2ccc(F)cc2)c2sc(C(=O)O)cc12,5,5,-11,-3,-0.1,-4,3,-6,-17,21,-3
CCc1ccc(N(CC(=O)NC(C)(C)C)C(=O)CCC(=O)Nc2ccccn2)cc1,13,4,10,-9,-0.3,-5,.,-53,2,12,-3
O=C(NNS(=O)(=O)c1ccccc1[N+](=O)[O-])c1cccnc1,-5,-14,-10,.,0.2,12,-1,26,-2,9,2
O=C(CNc1ccc2ccccc2c1)N/N=C/c1ccc([N+](=O)[O-])o1,-20,-2,59,6,-4.6,-11,-2,4,-5,-5,-12
COc1ccc(N2CCN(c3oc(-c4ccco4)nc3C#N)CC2)cc1,-2,-15,13,-1,-2.0,-3,5,-5,1,-37,4
CC12CCC(C/C1=N\N=C1\NC(=O)/C(=C\c3cccc(Br)c3)S1)C2(C)C (stereo unspecified),20,26,-4,-7,-0.3,-6,2,-6,1,6,-5
COc1ccc2c(CC(=O)OCC(=O)N3CCc4ccccc43)coc2c1,-154,-2,7,42,-1.3,-3,2,-58,-18,-112,7
COc1ccc(-c2cc(C(=O)N3CC(C)CC(C)C3)c3ccccc3n2)cc1OC (stereo unspecified),13,13,11,8,2.5,-4,-2,8,10,11,10
CCCCNC(=O)N1CCN(C(=O)c2ccco2)CC1,16,-10,1,-2,-2.7,14,7,7,-1,-13,4
CCC[C@H]1CCCC/C=C\CCCC(=O)OCCN1C(=O)OC(C)(C)C,-1,2,6,6,1.7,8,-2,-10,-4,3,10

# 3 entries from above, arranged by the value under HIF-2a inh, high to low.
Molecule,HIF-2a inh
Cc1ccc(NC(=O)C2C3CCCC2C3c2ccccc2)c(C)c1 (stereo unspecified),21
O=C(CNc1ccc2ccccc2c1)N/N=C/c1ccc([N+](=O)[O-])o1,-5
COc1ccc(N2CCN(c3oc(-c4ccco4)nc3C#N)CC2)cc1,-37

# (list continues)
SMILES,Peg3 promoter,CF NFkB inh,TRPM1 prom inh,Shn3 inh set2,iPSC survival up,KKLEB tox,NR2E3 ag-1,NR2E3 ag-2,TRAIL sens C8,HIF-2a inh,LMP1 NFkB inh
S=C1NC[C@H](CC2CCCCC2)N1CCc1cccc2ccccc12,-1,17,4,12,-3.5,0,1,20,13,-7,6
Cc1[nH]n(-c2ccccc2)c(=O)c1N=Nc1ccc(C#N)cc1,4,-10,35,0,-0.3,-9,0,-10,8,16,5
COc1ccccc1NC(=O)C(CCS(C)(=O)=O)N1C(=O)c2ccccc2C1=O (stereo unspecified),8,6,-2,-17,1.0,-10,0,3,-12,18,-21
CC(C)CSc1ccc(S(=O)(=O)NCC(=O)O)cc1[N+](=O)[O-],-6,10,5,-22,-2.1,-4,.,-12,0,13,1
OC[C@@H]1CN(Cc2cccs2)C[C@H](n2cnc3c(NCc4ccco4)ncnc32)O1,2,9,.,-5,2.3,3,.,3,15,10,.
O=C(N/N=C/c1ccc(OC(=O)c2cccc(Br)c2)cc1)c1cccnc1,6,-5,-9,0,-0.4,3,2,-18,7,-5,-1
COc1ccccc1NS(=O)(=O)c1cc(N2Cc3ccccc3C2=N)ccc1N1CCOCC1,13,1,-5,-14,-0.2,-5,3,14,17,25,-7
Cc1ccc(C(=O)NC(C)C2CC3CCC2C3)c(C)c1 (stereo unspecified),-141,4,-40,-32,0.1,-14,-1,-65,-10,-145,-9
CC1(C)Oc2ccc(C(=O)NNC(=O)Nc3ccccc3)cc2NC1=O,3,-6,-9,-8,-0.5,10,5,14,10,-3,-2
CCOc1ccc(C(=O)NC(=S)Nc2cccc(S(=O)(=O)NC3=NCCC3)c2)cc1,-43,-4,2,7,-0.8,3,-2,-48,23,-73,2
CC(C)(C)c1[nH]nc2c1C(c1cccnc1)C(C#N)=C(N)O2 (stereo unspecified),-7,8,12,-14,-2.5,3,0,18,30,-29,11
CSc1nnc(C)c(/C=C/Nc2ccc(F)cc2F)n1,3,-10,6,2,-1.2,-2,0,-31,6,-6,18
O=C(Nc1cccc(C(=O)N2CCCCC2)c1)C1CC1,8,5,5,0,-2.6,3,.,-38,-3,19,1
C=C(CC)C(=O)c1ccc(OCC(=O)O)c(Cl)c1Cl,-9,-36,-6,-13&-23,-2.1,0,3,-28,-11,-17,0
Cc1ccc(C)c(SCC(=O)OCC(=O)NCCNC(=O)COC(=O)CSc2cc(C)ccc2C)c1,-6,14,-1,-5,-0.4,1,2,16,-9,7,0
CCCn1cc(C(=O)N(C)C2CCCN(Cc3ccccc3F)C2)c(C)n1 (stereo unspecified),-4,-14,5,-80,-0.6,7,0,-27,9,6,-1
Cc1cc2oc(=O)cc(CNc3ccccc3F)c2cc1O,49,3,9,7,0.4,-19,-1,-34,6,22,-1
COc1ccc(OCCn2c(=N)n(CCO)c3ccccc32)cc1,10,-6,6,16,-2.7,-2,2,-29,-2,4,5
COc1cc(OC)cc(C(=O)NCc2ccc3c(c2)cc(C)n3C)c1,10,4,2,7,1.3,-12,-3,0,-8,3,-3
C=CCOC(=O)C1=C(C)NC(=O)NC1c1cc(Cl)cc(Cl)c1OC (stereo unspecified),19,7,5,14,-0.4,10,4,-4,-3,19,-8
CN1C(=O)c2ccc(C(=O)Nc3ccc4c(c3)OCO4)cc2C1=O,-26,7,-5,-17,-0.3,7,1,-29,2,-153,4
O=C(CN1CCCCC1)Nc1cccc(Br)c1,-36,7,-17,-10,-1.2,-4,0,-17,-1,-30,0
COc1ccc(C)cc1NC(=O)CNC(=O)[C@@H]1Cc2ccccc2CN1,0,-3,6,-11,-0.4,-1,1,-1,-5,2,-8
O=C(CSc1nnc2c(n1)[nH]c1ccccc12)Nc1nncs1,15,0,3,-6,-0.4,0,1,-8,9,-7,-10
Cc1ccccc1OCC(=O)Nc1sc2c(c1C#N)CCC2,-52,-1,-34,-33,2.4,2,0,-9,-21,-174,-16
CN(/N=C/c1ccco1)C1=NS(=O)(=O)c2ccccc21,-5,-14,-1,11,-1.6,11,-5,-16,-12,-20,4
Cc1nc(NC(=O)C2CC2)sc1C(=O)Nc1ccccc1,3,1,-13,-12,-0.5,-2,-1,3,11,4,-3
COc1ccccc1N1CCN(C(=O)C2Cc3ccccc3CN2C(=O)c2ccco2)CC1 (stereo unspecified),-4,4,9,-12,-0.3,3,0,10,-10,21,4
O=C(/C=C/c1ccc2c(c1)OCCO2)N1CCN(c2ccc(F)cc2)CC1,-5,4,7,-1,-0.3,-2,3,6,-5,-22,4
CC(C)N1C(=O)CCC1C(=O)N1CCN(c2ccc(F)cc2)CC1 (stereo unspecified),6,6,-1,-1,2.5,7,6,-21,-3,10,1
CCOc1cc(C2c3c(oc4cc(C)c(Cl)cc4c3=O)C(=O)N2Cc2ccco2)ccc1O (stereo unspecified),67*,19,20,22,7.1,0,3,21,4,13,-19
Cn1c(=O)c2cnc(-c3ccc(C(F)(F)F)cc3)nc2n(C)c1=O,7,1,12,-18,-0.3,7,-1,-11,8,2,-1
O=C(Nc1ccc(NC(=O)c2ccco2)nc1)c1cccnc1,-109,3,-22,-67,-2.7,11,-4,-82,20,-80,-7
O=C(CCCC(=O)N1CCCc2ccccc21)N1CCCc2ccccc21,8,9,17,-4,1.1,-3,-3,5,-6,8,-8
CC1=C(C(=O)OCc2ccccc2)C(c2ccccc2Br)NC(=O)N1 (stereo unspecified),18,-1,11,7,-0.7,3,1,-13,-4,32,11
Cc1cc(Cl)ccc1OCCCC(=O)N1CCCCC1,-220,2,-97,.,0.1,-2,2,-96,26,-218,-29
CCN(C(=O)CSc1nnc(-c2ccco2)n1Cc1ccccc1)C1CCS(=O)(=O)C1 (stereo unspecified),11,-17,3,8,-0.4,-5,2,-5,-9,5,4
O=C1CCCC/C1=C/Nc1ccc(S(=O)(=O)Nc2ncccn2)cc1,2,4,-12,7,2.8,-12,2,-3,-1,12,0
COc1nccc(C(F)(F)F)c1C(=O)NC(=O)Nc1c(C)cccc1C,13,-3,-12,-13,-0.4,14,5,1,-7,10,-1
O=c1[nH]cnc2sc3c(c12)CCCCC3,-22,18,-9,-2,-0.3,4,2,-15,5,-21,3
COC(=O)CC1C(=O)NCCN1C(=S)NC(=O)C(c1ccccc1)c1ccccc1 (stereo unspecified),-8,-3,-14,3,-1.8,-9,3,-19,3,14,4
CCN1CCc2nc(NC(=O)c3ccccc3)sc2C1,36,-7,0,-10,-4.7,-13,1,-90,50*,-9,36
CCOc1ccc(C(CC(=O)O)NC(=O)c2ccco2)cc1OC (stereo unspecified),15,0,3,-16,5.6,3,-2,-31,-12,12,1
COc1ccc(/C=C/C(=O)NC(=S)NNC(=O)c2cc(OC)c(OC)c(OC)c2)cc1,15,11,11,14,-0.8,-1,1,9,-5,11,10
O=C(CSc1nnc(CNc2ccc(Cl)cc2)o1)Nc1nc2c(s1)CCCC2,2,-20,6,1,-0.9,-1,1,-18,8,-7,-2
CCOC(=O)c1csc(NNC=O)n1,8,-3,9,13,-1.9,15,-1,-31,-14,14,4
C/C=C(/C)C(=O)O[C@@H]1[C@H](OC(C)=O)c2c(ccc3ccc(=O)oc23)OC1(C)C,-16,21,-7,-13,-0.8,-10,-3,-7,-21,19,-4
CN(C)C1=NCCN1CC1CCCCCC1,-3,-9,-6,-3,1.2,-12,-2,-14,9,10,-3
Cc1cc(C)c(OCC(=O)Nc2ccccc2N2CCOCC2)c(C)c1,35,10,3,22,0.8,-2,9,13,-8,22,4
CN(CCNC(=O)CN1C(=O)CSc2ccc(S(=O)(=O)N3CCCC3)cc21)Cc1ccccc1,6,-12,-2,2,1.1,5,-2,9,-4,11,-5
Cc1ccc(C)c(NC(CC(=O)c2ccccc2)C(=O)OCC(=O)c2cccs2)c1 (stereo unspecified),-75,-4,-4,-10,-0.8,6,-1,-22,11,-56,-3

# Results in CF NFkB inh, HIF-2a inh and iPSC survival up, for five of the compounds above:
smiles	CF NFkB inh	HIF-2a inh	iPSC survival up
Cc1cc(Cl)ccc1OCCCC(=O)N1CCCCC1	2	-218	0.1
CCN(C(=O)CSc1nnc(-c2ccco2)n1Cc1ccccc1)C1CCS(=O)(=O)C1 (stereo unspecified)	-17	5	-0.4
O=C1CCCC/C1=C/Nc1ccc(S(=O)(=O)Nc2ncccn2)cc1	4	12	2.8
COc1nccc(C(F)(F)F)c1C(=O)NC(=O)Nc1c(C)cccc1C	-3	10	-0.4
O=c1[nH]cnc2sc3c(c12)CCCCC3	18	-21	-0.3

# This is a subset, so the mix of outcomes need not match the whole.
